# M. tuberculosis HTS: M. tuberculosis growth inhibition, HTS (AID 449762). M. tuberculosis H37Rv growth inhibition, 7H9 media; higher % means a stronger effect. inhibition, % at 25 µM, or IC50 in µM where a hit was titrated. 330,000 compounds, 0.59% hits; in the data active = a potency from the dose series; inconclusive = inhibition above about 70% without an active follow-up result;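 also: bacterial growth assessed after seven days of incubation; strong numbers were not always called active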
# H1N1 NS1A inhibition: H1N1 influenza NS1A inhibitors, functional cell based assay (AID 504329) | NS1A functional cell-based assay, percent inhibition; higher % means a stronger effect | 340,000 compounds, 0.3% hits | one-dose inhibition, % at 12.5 µM; IC50 in µM for titrated hits; in the data active = a potency from the dose series; inconclusive = inhibition above about 27% without an active follow-up result; also: strong numbers were not always called active
# tuberculosis growth: growth inhibition of non-replicating M. tuberculosis (AID 488890); Mycobacterium tuberculosis non-replicating, growth inhibition; higher % means a stronger effect; one-dose inhibition, % at 25 µM; IC50 in µM for titrated hits; 320,000 compounds, 0.39% hits; in the data active = a potency from the dose series; inconclusive = inhibition mostly from about 82% at the one dose, without a potency; inactive = the rest, 99 in 100 with inhibition below about 76%;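 also: plate controls were DMSO cells for no effect and high antibiotic wells for full effect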
# inhibitors of VEEV: inhibitors of VEEV TC-83 cytopathic effect, confirmation, Vero cells (AID 588727) | Vero cells, VEEV TC-83 cytopathic effect inhibition; higher % means a stronger effect | 350,000 compounds, 0.13% hits | one-dose inhibition, % at 20 µM; IC50 in µM for titrated hits; in the data active = a potency from the dose series; inconclusive = inhibition mostly from about 14% at the one dose, without a potency; inactive = the rest, 99 in 100 with inhibition below about 12%; also: strong numbers were not always called active
# Salmonella PhoP GFP: PhoP regulon inhibitors, Salmonella typhi PhoP promoter GFP reporter, confirmatory (AID 1850); Salmonella Typhi PhoP-promoter GFP reporter, fluorescence, 4 h; higher % means a stronger effect; one-dose inhibition, % at 50 µM; IC50 in µM for titrated hits; 310,000 compounds, 0.33% hits; in the data active = a potency from the dose series; inconclusive = inhibition mostly from about 25% at the one dose, without a potency; inactive = the rest, 99 in 100 with inhibition below about 19%;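 also: 0% = induced wells with vehicle and 100% = uninduced wells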
# inhibitors of VEEV 10K pilot screen: further read-out of inhibitors of VEEV, marked with its call; inhibition, %; measured here: 10K pilot screen inhibition
# * hit, by the source's call; i = inactive; ? = inconclusive; · = not tested or not shown. This is a random part of the collection; any-hit rate near 1.5%.
SMILES,M. tuberculosis HTS,H1N1 NS1A inhibition,tuberculosis growth,inhibitors of VEEV,Salmonella PhoP GFP,others
CCOc1ccc(N2C(=O)/C(=C\c3ccc(O)c(OC)c3)S(=O)(=O)C2c2cccc([N+](=O)[O-])c2)cc1 (centres undefined),-5.3%,9.0%,-4.1%,2.3%,23.1%,
Cc1ccccc1Cn1c(NC2CCCC2)nc2c1c(=O)[nH]c(=O)n2C,-28.4%,-2.3%,-15.8%,0.5%,-6.2%,
S=c1[nH]nc(C2CCCCC2)n1/N=C/C(Cl)=C\c1ccccc1,-11.0%,-7.5%,1.1%,5.2%,2.5%,
Cc1nn(-c2ccccc2)c(N)c1C(c1ccc(C(C)C)cc1)c1c(C)nn(-c2ccccc2)c1N,20.4µM*,4.2%,14.2%,i,-6.8%,
Clc1nssc1=Nc1ccc(Br)cc1,·,1.8%,·,i,·,
CCOC(=O)c1c(C)n(C)c2ccc(OC)c(NS(=O)(=O)c3ccc(Cl)s3)c12,5.2%,-1.5%,3.9%,i,-20.1%,
Cn1ccnc1SCC(=O)NCC(=O)Nc1ccc(F)c(F)c1F,1.3%,-3.1%,1.4%,1.9%,·,
COc1ccc(NC(=O)CC2C(=O)N(c3ccc(Cl)cc3)C(=S)N2CCc2ccccn2)cc1 (centres undefined),1.5%,-2.2%,11.2%,i,-7.1%,
Cn1c2ccccc2c2c(C(=O)O)cn(C3CCCC3)c(=O)c21,-5.9%,-1.2%,3.2%,1.1%,-4.4%,
Cc1cc(C(=O)Nc2ccc(C#N)cc2)on1,-1.4%,13.3%,-3.1%,i,14.6%,
CSc1nc(C)cc(Oc2ccc(=O)n(C)n2)n1,-17.9%,-4.2%,-6.0%,i,1.9%,
CCOc1ccc(C(=S)N2CCN(C)CC2)cc1,-1.1%,15.5%,-2.6%,1.6%,-7.2%,
O=C(NCc1cccnc1)c1ccc(Br)s1,10.3%,-3.9%,5.2%,3.9%,1.3%,
Cc1cc(NC(=NC2CC2)c2ccccc2)n(-c2ccccc2)n1,0.4%,-3.9%,10.8%,0.1%,1.9%,
C=CCn1c(SCC(=O)Nc2sc3c(c2C#N)CCC(C)C3)nc2cc(C(=O)O)ccc2c1=O (centres undefined),3.8%,3.8%,48.6%,3.2%,·,

# Some of these compounds in order of length of the SMILES, rising:
SMILES,M. tuberculosis HTS,H1N1 NS1A inhibition,tuberculosis growth,inhibitors of VEEV,Salmonella PhoP GFP,others
Clc1nssc1=Nc1ccc(Br)cc1,·,1.8%,·,i,·,
COc1ccc(NC(=O)CC2C(=O)N(c3ccc(Cl)cc3)C(=S)N2CCc2ccccn2)cc1 (centres undefined),1.5%,-2.2%,11.2%,i,-7.1%,
Cc1nn(-c2ccccc2)c(N)c1C(c1ccc(C(C)C)cc1)c1c(C)nn(-c2ccccc2)c1N,20.4µM*,4.2%,14.2%,i,-6.8%,

# The list continues.
SMILES,M. tuberculosis HTS,H1N1 NS1A inhibition,tuberculosis growth,inhibitors of VEEV,Salmonella PhoP GFP,others
Cc1ccc(C(=O)Nc2nc(=O)n(C)s2)cc1,6.4%,-5.4%,24.4%,2.2%,-0.3%,
CCc1ccccc1N(CC(=O)OC)S(C)(=O)=O,0.3%,13.8%,-5.8%,0.5%,3.6%,
CCCCNC(=O)C1CCN(C(=O)Nc2ccc(C)cc2)CC1,-8.6%,9.1%,72.6%,0.4%,-12.5%,
COc1ccc(/C=C(/C#N)C(=O)Nc2ccc(O)cc2)cc1C(=O)O,-9.5%,2.8%,-0.1%,1.0%,-13.8%,
COc1cc(CCCN2C(N)=NC[C@H]2Cc2ccc(O)cc2)cc(OC)c1OC,-1.4%,0.1%,18.0%,i,6.6%,
CN1CCN(C(=O)c2ccccc2[N+](=O)[O-])CC1,-2.6%,-2.3%,-14.4%,i,1.8%,
O=[N+]([O-])c1cccc(COc2ncnc3cc([N+](=O)[O-])ccc23)c1,4.6%,-0.4%,11.7%,i,1.2%,
CCOc1ccc(-c2csc(NC(=O)CSCC(=O)O)n2)c2ccccc12,-3.2%,0.5%,11.9%,1.5%,2.3%,inhibitors of VEEV 10K pilot screen=4.1
CC(=O)NC1=CC(=C[N+](=O)[O-])C=C1O,·,-14.2%,·,i,·,
Cc1cc(C(=O)N(C)CC2CCCN(CCc3ccc(F)cc3)C2)c(C)o1 (centres undefined),-2.1%,4.3%,16.2%,0.6%,-8.4%,
Cc1ccc(-c2nnc(SCC(=O)Nc3ccc4c(c3)oc3ccccc34)n2C)c(Cl)c1,-5.9%,3.8%,-8.4%,0.6%,4.3%,
O=C(CCN1CCN(Cc2ccccc2)CC1)NNC(=O)Cc1ccc(Cl)c(Cl)c1,0.2%,-0.2%,-8.8%,i,-9.7%,
COc1cc(/C=C/C(=O)OCC(=O)c2c[nH]c3ccccc23)ccc1OC(F)F,3.7%,1.7%,-3.1%,5.0%,7.8%,
OC(COCc1ccc(Cl)cc1)CN1CCN(CC(O)COCc2ccc(Cl)cc2)CC1 (centres undefined),2.5%,-2.3%,?,i,15.9%,
CC(C)OCCCNC(=S)NNC(=O)c1ccc(Cl)c(Cl)c1,2.3%,1.5%,46.6%,1.4%,-4.4%,
Cc1ccccc1NS(=O)(=O)c1ccc(C)c(C(=O)N2CCOCC2)c1,-2.7%,18.3%,-4.8%,3.1%,8.2%,
COc1ccc(-c2cc3ncnc(Cl)c3s2)cc1,47.7%,6.6%,27.2%,11.9%,-21.9%,
CCC1CCCCN1CCCNC(=O)c1ccc2nc(N3CCC(C)CC3)sc2c1 (centres undefined),8.2%,3.3%,52.4%,i,1.1%,
COC(=O)[C@@H]1C[C@@]2(O)[C@H](O)[C@H](O)[C@H](O)C[C@H]2N1Cc1ccc(C)s1,2.8%,-8.8%,-11.4%,0.5%,-0.5%,
O=C(Nc1ccccc1)C1CCCN1S(=O)(=O)c1ccc(Br)cc1 (centres undefined),-5.9%,3.8%,-14.2%,1.4%,-6.3%,
O=C(O)c1c2c(nc3ccccc13)-c1ccccc1CC2,-7.3%,-8.8%,-7.8%,1.8%,4.5%,
COc1ccc(Cl)cc1NS(=O)(=O)c1cn(C)nc1C,-23.6%,-7.0%,-3.1%,0.9%,-6.2%,
CC(CNC(=O)c1cc(COc2c(F)cccc2F)on1)c1ccccc1 (centres undefined),1.0%,-4.0%,-2.3%,1.6%,-5.6%,
CC(C)(C)c1cc(C(=O)NN)n(Cc2ccc(Cl)cc2Cl)n1,8.6%,1.7%,3.4%,5.8%,-1.5%,
CN1CC=C2C(C#N)=C(N)C(C#N)(C#N)[C@H](c3ccoc3)[C@H]2C1,3.4%,6.0%,-7.3%,2.1%,0.2%,
COc1ccc2c(C(=O)NCCCCO)c(-c3ccc(S(C)(=O)=O)cc3)sc2c1,-3.7%,2.7%,4.9%,4.7%,·,
O=C(CN(c1ccc(F)cc1)S(=O)(=O)c1ccccc1)NC1CC2CCC1C2 (centres undefined),-1.8%,5.8%,19.3%,6.4%,4.2%,
COC(=O)c1ccc(N2C(=O)CC(SCCN)C2=O)cc1 (centres undefined),1.6%,9.9%,-4.4%,1.0%,-9.2%,
COc1ccc(C)cc1N1CC(C(=O)OCc2nc(N)nc(Nc3ccccc3C)n2)CC1=O (centres undefined),·,1.4%,·,6.5%,·,
S=C(NCC1CCCO1)NC1CC1 (centres undefined),-8.5%,-1.4%,-9.6%,0.1%,-16.0%,
Cc1ccc(S(=O)(=O)N2CCN(C(=O)c3sccc3C)CC2)cc1,8.3%,9.4%,-5.0%,4.2%,-4.8%,
CN(C)N(C)C(=O)C(O)(c1ccccc1)c1ccccc1,1.6%,2.1%,0.6%,0.6%,2.4%,
Fc1ccc(CSc2nnc(-c3ccncc3)o2)cc1,43.8%,-0.1%,·,2.8%,-0.3%,
CCOC(=O)C1(CC2CC2)CCN(S(=O)(=O)C[C@]23CC[C@H](CC2=O)C3(C)C)CC1,1.8%,-8.3%,20.2%,1.1%,2.1%,
COC(=O)C1CN(C(=O)COc2ccccc2)c2ccccc2O1 (centres undefined),-5.4%,-10.1%,7.3%,i,-1.0%,
O=C(COC(=O)c1cccc([N+](=O)[O-])c1)c1ccc2c(c1)OCO2,?,·,?,·,-3.9%,
S=c1[nH]nc(-c2ccc3ccccc3n2)n1-c1ccc2ncccc2c1,3.1%,0.7%,-14.1%,4.1%,-8.2%,
CN1CCCN(S(=O)(=O)c2ccc(Cl)c(Cl)c2)CC1,·,3.9%,·,1.0%,·,
Cc1ccc(N(C)C(=O)c2ccc(CNc3c(N4CCC(C)CC4)c(=O)c3=O)cc2)cc1,3.8%,7.0%,-0.3%,4.0%,-17.1%,
CN(C)c1cccc(C(=O)NN2C(=O)NC3(CCCCC3)C2=O)c1,-7.8%,-1.4%,11.8%,0.7%,·,
O=C(CCN1C(=O)/C(=C\c2ccc(F)cc2)SC1=S)Nc1ccccc1,-4.2%,9.3%,-11.5%,3.7%,-6.8%,
Cc1cc(N)c(NC2=CC(=O)CC(C)(C)C2)cc1C,2.8%,-5.0%,21.4%,1.4%,-11.3%,
CCN(C(=O)COC(=O)CNS(=O)(=O)c1ccc2ccccc2c1)C1CCCCC1,44.6%,-3.1%,47.2%,3.6%,5.9%,
O=S(=O)(c1ccc(Br)cc1)N1CCCC1c1nc2ccccc2s1 (centres undefined),8.7%,0.5%,24.9%,0.6%,3.3%,
COc1ccc(N2CCN(C(CNS(=O)(=O)c3ccc(C)cc3)c3ccccc3)CC2)cc1 (centres undefined),-8.4%,>100µM*,15.8%,0.0%,·,
COc1ccc(N2CCN(Cc3nc4c(c(=O)n(C)c(=O)n4C)n3CCc3ccccc3)CC2)cc1,-1.1%,6.8%,3.2%,i,1.2%,
CC1CCCN(CCCNC(=O)C2CCC(CNS(=O)(=O)c3cccc4nsnc34)CC2)C1 (centres undefined),-7.4%,-4.2%,3.6%,i,-4.1%,
COC(=O)c1ccc(Cn2cc([N+](=O)[O-])cn2)cc1,-1.2%,-20.3%,32.8%,1.5%,-0.7%,
C=CCn1c(=O)c2ccccc2n2c(=S)[nH]nc12,-3.3%,-6.9%,-14.3%,2.2%,0.3%,
CCN(CC)c1ccc(/C=N/NC(=O)c2cc(C)nc3ccccc23)cc1,-8.0%,-7.6%,-2.9%,i,2.3%,
NS(=O)(=O)c1ccc(NC(=S)N2CCN(Cc3ccc4c(c3)OCO4)CC2)cc1,-10.3%,2.4%,9.3%,0.4%,3.7%,
Cc1cc(O)c(N)c(C)c1Cl,8.7%,-0.6%,15.7%,1.9%,-1.5%,
CC(=O)c1c(C)[nH]c(C(=O)OCc2cccc(Cl)c2)c1C,17.1%,-4.4%,68.6%,6.1%,9.1%,
Cc1ccc(CN2CCC(NC(=O)c3ccccc3)CC2)cc1,4.1%,-16.1%,-9.0%,2.7%,-1.9%,
COc1c(O)cccc1[C@@H](O)C1CCN(CCc2ccc(F)cc2)CC1,-1.0%,-11.9%,-3.7%,0.3%,-24.6%,inhibitors of VEEV 10K pilot screen=0.5
O=C(Nc1sc2c(c1C(=O)NCc1ccco1)CCCC2)c1ccc2c(c1)OCO2,-10.3%,3.2%,-0.2%,5.2%,-2.6%,inhibitors of VEEV 10K pilot screen=5.1

# Of the compounds above, eight have a thiophene ring, fused or not.
SMILES,M. tuberculosis HTS,H1N1 NS1A inhibition,tuberculosis growth,inhibitors of VEEV,Salmonella PhoP GFP,others
CCOC(=O)c1c(C)n(C)c2ccc(OC)c(NS(=O)(=O)c3ccc(Cl)s3)c12,5.2%,-1.5%,3.9%,i,-20.1%,
O=C(NCc1cccnc1)c1ccc(Br)s1,10.3%,-3.9%,5.2%,3.9%,1.3%,
C=CCn1c(SCC(=O)Nc2sc3c(c2C#N)CCC(C)C3)nc2cc(C(=O)O)ccc2c1=O (centres undefined),3.8%,3.8%,48.6%,3.2%,·,
COc1ccc(-c2cc3ncnc(Cl)c3s2)cc1,47.7%,6.6%,27.2%,11.9%,-21.9%,
COC(=O)[C@@H]1C[C@@]2(O)[C@H](O)[C@H](O)[C@H](O)C[C@H]2N1Cc1ccc(C)s1,2.8%,-8.8%,-11.4%,0.5%,-0.5%,
COc1ccc2c(C(=O)NCCCCO)c(-c3ccc(S(C)(=O)=O)cc3)sc2c1,-3.7%,2.7%,4.9%,4.7%,·,
Cc1ccc(S(=O)(=O)N2CCN(C(=O)c3sccc3C)CC2)cc1,8.3%,9.4%,-5.0%,4.2%,-4.8%,
O=C(Nc1sc2c(c1C(=O)NCc1ccco1)CCCC2)c1ccc2c(c1)OCO2,-10.3%,3.2%,-0.2%,5.2%,-2.6%,inhibitors of VEEV 10K pilot screen=5.1

# Source: PubChem (Southern Research Specialized Biocontainment Screening Center)
